RAM network inh = blocks the yeast RAM network | inhibition, % at 50 µM | 190,000 compounds, 1.8% hits | S. cerevisiae dse1pr::URA3 reporter, 5-FOA growth OD615, 2 d; analog-sensitive cbk1-as2 kinase mutant strain;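 active = inhibition above a set limit, 3 SD over mean compound inhibition, cut at about 8.4% in these data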;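 note: 0% = DMSO-only wells with no growth and 100% = 10 µM 1-NA-PP1 full growth; inhibition rescues growth on 5-FOA so higher OD means more RAM inhibition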
Lmaj promast = Leishmania major promastigote growth inhibition | Leishmania major promastigotes, resazurin fluorescence viability | inhibition, % at 10 µM | 200,000 compounds, 9% hits; in the data active = inhibition above about 50%;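 note: promastigotes grown with compound for 44 hours at 28 °C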
PMI act satM6P = activators of human phosphomannose isomerase at near-saturating mannose 6-phosphate. P34949. coupled PMI enzyme assay, resazurin fluorescence, 20 min; hits give high values; 1 = untreated enzyme, 0 = substrate-free blank. activation factor at 20 µM. 190,000 compounds, 0.34% hits. AID 1216;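 active = activation factor of 2 or more at 20 µM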
Target sequence (P34949 whole entry, looked up): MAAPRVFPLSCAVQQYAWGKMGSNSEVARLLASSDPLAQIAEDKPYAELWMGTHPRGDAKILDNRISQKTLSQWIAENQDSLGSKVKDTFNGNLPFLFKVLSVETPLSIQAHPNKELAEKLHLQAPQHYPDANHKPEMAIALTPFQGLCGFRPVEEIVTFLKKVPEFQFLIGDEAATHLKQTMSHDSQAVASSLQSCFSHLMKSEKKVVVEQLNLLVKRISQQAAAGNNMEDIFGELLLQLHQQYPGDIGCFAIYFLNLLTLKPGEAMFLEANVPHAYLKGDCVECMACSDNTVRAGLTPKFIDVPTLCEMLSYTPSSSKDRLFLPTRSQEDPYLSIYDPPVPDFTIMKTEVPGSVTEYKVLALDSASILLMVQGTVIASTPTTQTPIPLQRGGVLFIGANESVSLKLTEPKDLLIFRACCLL
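Test system: human PMI in coupled enzyme assay; Input: PMI at 15 ng/mL final; Medium: HEPES buffer, pH 7.4; Schedule: 20 min incubation at room temperature; Technique: resorufin fluorescence at Ex 544/Em 590 nm; Compound: 20 µM single dose; Probe or stimulus: Near-saturating mannose-6-phosphate, 1.0 mM.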
PMI activator = phosphomannose isomerase (human) activation | P34949 | 190,000 compounds, 0.005% hits | purified human PMI, coupled resazurin fluorescence, 20 min; hits give high values; 1 = vehicle control, 0 substrate-free wells | activation factor at 20 µM;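 active = activation factor of 2 or more at 20 µM, relative to plate controls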
DTT redox prof = compounds producing H2O2 with reducing agent – biochemical, NIH compound library profiling, artefact control for MLSCN library redox annotation, primary screen | activation, % at 10 µM | DTT-dependent redox cycling H2O2, phenol red/HRP absorbance; 100% = 100 µM peroxide control, 0% = buffer | 200,000 compounds, 0.03% hits;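 active = activation of at least 50% relative to the plate's high and low controls in the primary single-dose screen; inactive = activation below 50%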;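 note: compound incubated with DTT at 0.8 mM final as the reducing agent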
TNAP inh noacc = inhibitors of human TNAP without phosphate acceptor; P05186; purified TNAP, CDP-star luminescence, 30 min; inhibition, % at 20 µM; 200,000 compounds, 0.26% hits; AID 1012;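 active = tissue-nonspecific alkaline phosphatase inhibition above about 50% at 20 µM in the single-dose screen, limit read from the data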;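 note: 0% = DMSO negative control and 100% = EDTA positive control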
Target sequence (P05186 whole entry, looked up): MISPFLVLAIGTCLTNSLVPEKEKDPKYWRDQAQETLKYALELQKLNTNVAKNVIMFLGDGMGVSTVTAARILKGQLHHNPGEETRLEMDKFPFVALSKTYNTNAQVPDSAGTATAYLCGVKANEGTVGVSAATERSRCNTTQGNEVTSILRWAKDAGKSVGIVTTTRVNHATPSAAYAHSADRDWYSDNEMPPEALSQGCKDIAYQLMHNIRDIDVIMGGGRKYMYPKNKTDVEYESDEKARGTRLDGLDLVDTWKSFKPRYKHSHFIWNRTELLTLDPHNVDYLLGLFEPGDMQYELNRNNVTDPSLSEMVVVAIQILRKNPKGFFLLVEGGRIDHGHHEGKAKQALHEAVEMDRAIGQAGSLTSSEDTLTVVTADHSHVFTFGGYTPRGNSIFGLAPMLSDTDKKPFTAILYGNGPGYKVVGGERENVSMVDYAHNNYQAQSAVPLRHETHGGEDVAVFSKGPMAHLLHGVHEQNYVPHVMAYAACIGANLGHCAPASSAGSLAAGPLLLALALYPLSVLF
HMGR II inh = inhibitors of class II HMG-CoA reductase from Enterococcus faecalis. purified E. faecalis HMGR, NADPH absorbance 340 nm kinetic. inhibition, % at 10 µM. 190,000 compounds, 0.41% hits;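 active = inhibition above a set limit, the median over all tested compounds plus 3 SD, cut at about 9.5% in these data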;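 note: enzyme runs in reverse so mevalonate oxidation gives rising NADPH absorbance; 0% = complete reaction with DMSO and 100% = background rate lacking mevalonate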
TNAP inh hiacc = TNAP (human) inhibition, high acceptor. P05186. AID 1135. purified TNAP, CDP-star luminescence, 1 M DEA. 200,000 compounds, 0.03% hits. inhibition, % at 20 µM;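 active = over 50% inhibition of tissue-nonspecific alkaline phosphatase at 20 µM in the single-dose screen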;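 note: plate controls were DMSO wells for no effect and EDTA-quenched wells as full inhibition for full effect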
S1P3 antagonist = antagonists of human S1P3 receptor; Q99500; CHO S1P3 NFAT-BLA reporter, FRET fluorescence, antagonist mode; inhibition, % at 4.98 µM; 170,000 compounds, 0.27% hits; AID 485;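 active = inhibition above the plate cutoff, the mean inhibition of test wells on that plate plus 3 SD, cut at about 28% in these data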;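 note: cells challenged with S1P at its EC80 of 0.8 µM; blue over green emission ratio from cleaved BLA substrate after 4 h stimulation; 0% = S1P-stimulated wells and 100% = unstimulated DMSO-only wells; some compounds past the cut are filed as inactive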
Hsp70 act = switches on Hsp70 transcription. 200,000 compounds, 0.04% hits. HeLa Hsp70 promoter luciferase reporter, luminescence; scaled: vehicle 0, proteasome-inhibitor control 100%. activation, % at 10 µM. AID 1203;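 active = activation above the mean across all tested compounds plus 3 SD, cutoff set per campaign, cut at about 5.5% in these data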;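 note: 100% = MG132 at 30 µM as the positive control and 0% = DMSO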
An asterisk follows results filed as active; · = not tested or not shown; & = joins results of further samples.

SMILES	RAM network inh	Lmaj promast	PMI act satM6P	PMI activator	DTT redox prof	TNAP inh noacc	HMGR II inh	TNAP inh hiacc	S1P3 antagonist	Hsp70 act
O=C1c2cccc(OCc3ccc(F)cc3)c2CCN1Cc1ccc(F)cc1	-0.2	-5	0.9	0.9	1.0	-13	-2	-5	10	-0.5
O=C(NCc1nc2ccccc2[nH]1)c1ccc(S(=O)(=O)N2CCCC2)cc1	-0.1	-12	0.9	1	-0.4	-20	0	0	-1	0.0
CCOC(=O)Cc1cc(=O)n2[nH]c(-c3ccccc3)c(-c3ccccc3)c2n1	4.3	-10	1.2	1.1	0.6	-15	0	-1	0	0.2
Fc1cccc(NC(=S)NCCCN2CCOCC2)c1	1.5	72*	1.1	1.1	1.8	-9	-8	0	·	-0.3
COc1ccccc1N1C(=N)S/C(=C\c2ccc(-c3ccccc3C(=O)O)o2)C1=O	7.0	-9	1.4	1.4	-0.1	12	1	7	-5	0.0
CCOc1ccc(Br)cc1S(=O)(=O)Nc1ccc(C(=O)OC(C)C(=O)N(C)c2ccccc2)cc1 (centres undefined)	6.1	7	0.7	0.8	-0.1	-8	-5	-1	8	-0.5
Cc1ccc(NC(=S)N(CCCN2CCCC(C)C2)Cc2ccco2)cc1C (centres undefined)	-0.2	96*	1	1	-2.9	-16	1	-1	-12	-0.3
O=C(CSc1cccc(C(F)(F)F)c1)NCc1ccccc1	-1.5	37	1	0.8	0.4	0	-5	-1	2	-0.5
O=C(CSc1nnc(SCc2ccc(Cl)cc2)s1)N/N=C/c1ccc(Cl)cc1Cl	4.5	11	1	1	-0.1	-5	-1	1	1	0.0
Cc1c(C(=O)Nc2ccc(Cl)cn2)oc2ccccc12	1.4	-2	1	1	1.5	-12	-1	-4	16	-0.1
Cc1cc(C)n(-c2ccc(S(N)(=O)=O)cc2[N+](=O)[O-])n1	0.5	-2	1	1.1	-2.0	-13	-4	-3	-11	-0.1
C=CCNCCOc1ccc(C)cc1[N+](=O)[O-]	2.5	-6	1.1	1	-0.7	-7	2	-4	-18	-0.4
CC(C)CCN1C(=O)c2ccc(-c3nc4ccccc4c(=O)o3)cc2C1=O	3.0	-6	1	1	3.1	-4	-2	-2	·	-0.3
Cc1cccc(CC2S/C(=N/N=C/c3ccco3)N(c3ccccc3)C2=O)c1 (centres undefined)	11*	-5	1	1	1.4	-8	-2	-2	1	-0.1
COc1ccc(OC)c(CCNC(=O)CS(=O)(=O)Cc2nc(-c3ccc(C)cc3)oc2C)c1	4.0	8	1	1	-5.6	-8	-8	-7	17	-0.2
Cc1ccccc1C(OCCN(C)C)c1ccccc1 (centres undefined)	-0.8&0.8	3&18	1.1&1.2	1.1&1.1	3.3&-0.5	-5&-1	-6&-4	-1&-1	-2&11	-0.1&0.1
COc1ccc(C2(C)NC(=O)N(Cc3cc(Cl)cc4c3OCOC4)C2=O)cc1OC (centres undefined)	0.3	7	1	0.8	-1.0	-5	1	-3	8	0.2
O=C(O)CN=C(NS(=O)(=O)c1ccc(Cl)cc1)c1ccc(F)cc1	-0.2	-1	1.1	1.1	-0.4	-13	-4	-4	-15	-0.1
Cc1ccc(-c2cc(C(=O)N/N=C/c3c(C)nn(-c4ccccc4)c3C)n[nH]2)s1	1.4	58*	0.9	0.8	0.3	60*	2	6	-3	-0.1
CC(C)=NNc1nc2c(c(=O)[nH]c(=O)n2C)n1CCc1ccccc1	3.6	36	0.9	1	8.5	-104	0	2	-7	-0.3
CCOc1cc(/C=N/O)cc(Br)c1OCC(=O)NCc1ccccc1	2.4	34	0.9	0.9	0.3	-9	-2	2	1	-0.2
O=C(NCc1ccco1)Nc1ccc(Br)cc1Cl	2.6	-5	1	0.9	-2.5	-12	-3	-5	-15	-0.1
CC(=O)Nc1ccc(N2S(=O)(=O)c3ccccc3S2(=O)=O)cc1	1.6	-2	0.9	0.9	-2.5	-12	-1	-2	-72	-0.3
COc1ccc(/C=N/NC(=O)c2csc(-n3nc(C)cc3C(F)(F)F)n2)cc1	-1.0	-3	0.9	0.9	-3.3	-4	0	2	·	-0.2
CCOc1ccc(-c2nc(C#N)c(NCC(C)C)o2)cc1	5.0	1	1	1	-1.3	-10	2	-6	·	-0.2
CCSc1nnc(NC(=O)C(C(F)(F)F)C(F)(F)F)s1	3.5	-2	1.1	1	1.9	-2	4	-6	·	-0.1
CCCN1CNC(=S)N(c2ccc(C(=O)OCC)cc2)C1	0.7	-5	1	0.9	-0.5	-8	-5	-2	-22	-0.2
O=C(NCc1cccc(C(F)(F)F)c1)c1cccc(S(=O)(=O)NCc2ccccc2)c1	2.9	10	0.9	0.7	-0.1	-19	1	-5	-2	-0.5
CC(=O)c1ccc(NC(=O)N2CCN(c3cccc(Cl)c3)CC2)cc1	-0.1	59*	0.9	0.9	0.3	-5	1	2	2	-0.1
CCOC(=O)N1CCN(c2c(NCCCN3CCCCCC3)c(=O)c2=O)CC1	0.0	-1	1.1	1	-0.8	-20	-3	-6	·	0.1
CC1CCCN(C(=O)c2ccc3c(c2NCCO)C(=O)c2ccccc2C3=O)C1 (centres undefined)	3.3	91*	1	0.9	0.2	21	-2	18	·	0.0
CC1CCCc2sc3nc(N4CCN(CCO)CC4)n4ncnc4c3c21 (centres undefined)	1.4	91*	0.9	0.9	2.1	-12	0	-9	-11	-0.2
CC(C)COC(=O)C1C(=O)CC(C)(O)C(C(=O)OCC(C)C)C1c1cccnc1 (centres undefined)	1.3	6	0.9	1	-1.2	-6	-3	-4	-23	0.0
CCC(=O)N(CCN1CCOCC1)Cc1cc2cc3c(cc2nc1Cl)OCO3	2.5	6	1.1	1	-0.2	-3	-3	-6	-15	-0.3
O=c1cc(O)n(-c2ccc(Cl)cc2)c(=S)[nH]1	0.2	-9	1.1	1	1.1	-16	-7	-2	·	0.1
O=C(CSc1nnc(-c2ccccc2)n1Cc1ccco1)NCc1ccc2c(c1)OCO2	-0.2	4	1.1	1.1	0.0	-20	-11	-5	·	-0.5
NC(=O)C1CCN(S(=O)(=O)c2cccc(S(=O)(=O)N3CCCCC3)c2)CC1	0.0	-5	1	0.9	-0.2	-8	-6	-5	2	-0.1
CCC(C)N1CNc2c(c(=O)[nH]c(=S)n2-c2cccc(C)c2)C1 (centres undefined)	-0.1	-3	0.9	0.9	12	-1	-6	-2	-12	-0.1
c1ccc2c(c1)Nc1nccnc1S2	1.3	-7	1.4	1.4	-0.4	1	-2	-6	-1	0.0
Cn1c(=O)cc(OCCCC(=O)NCc2ccc(F)cc2Cl)c2ccccc21	16*	7	0.8	1.1	-0.5	-12	-5	-4	-9	-0.2
O=C(NCCc1c[nH]c2ccccc12)c1cnc2sccn2c1=O	1.6	-7	1	1	0.1	-6	3	-3	-9	0.1
O=C1Nc2ccccc2C1(O)c1ccccc1 (centres undefined)	0.5	0	1.1	1	-2.6	-5	-2	-4	9	-0.2
O=C(O)C(Cc1ccccc1)n1cccc1 (centres undefined)	0.6	-7	1	1	2.1	-3	7	-8	-2	0.1
Cc1ccnc(SCC(=O)c2ccc(Br)cc2)c1C#N	1.2	5	1.2	1.2	-0.1	-1	-3	4	15	0.5
CCC(C(=O)Nc1ccc2c(c1)OCCO2)c1ccccc1 (centres undefined)	0.0	4	1	1.1	-1.8	-22	-2	-4	6	-0.1
COC(=O)C1(C#N)C(c2ccccc2)C1(C(=O)OC)C(=O)OC (centres undefined)	0.1	-1	1	0.9	0.0	-8	-1	-2	·	-0.1
O=C(N/N=C/c1ccc[nH]1)c1ccccc1[N+](=O)[O-]	1.1	-3	0.9	1	0.3	21	-9	5	-1	-0.4
COc1ccc(C(=O)n2cc(C(=O)c3cc(C)ccc3O)cn2)cc1	2.4	-11	1	1	-0.1	-5	-11	0	-5	-0.3
C/C(=N/NC(=O)CNC(=O)c1ccccn1)c1ccccc1	0.5	-3	0.9	0.9	-0.1	-4	-12	-5	-20	-0.4
CCCNC(=O)c1ccc(C2SCC(=O)N2CCc2ccccc2)cc1 (centres undefined)	1.0	-1	0.9	1	-0.3	-11	1	-5	7	-0.3

Complete entries, looked up by structure:
O=C1Nc2ccccc2C1(O)c1ccccc1 (centres undefined) as listed: RAM network inh = 0.5; Lmaj promast = 0; PMI act satM6P = 1.1; PMI activator = 1; DTT redox prof = -2.6; TNAP inh noacc = -5; HMGR II inh = -2; TNAP inh hiacc = -4; S1P3 antagonist = 9; Hsp70 act = -0.2
CCC(C(=O)Nc1ccc2c(c1)OCCO2)c1ccccc1 (centres undefined) as listed: RAM network inh = 0.0; Lmaj promast = 4; PMI act satM6P = 1; PMI activator = 1.1; DTT redox prof = -1.8; TNAP inh noacc = -22; HMGR II inh = -2; TNAP inh hiacc = -4; S1P3 antagonist = 6; Hsp70 act = -0.1

Later entries
SMILES	RAM network inh	Lmaj promast	PMI act satM6P	PMI activator	DTT redox prof	TNAP inh noacc	HMGR II inh	TNAP inh hiacc	S1P3 antagonist	Hsp70 act
O=C(COc1ncnc2c(Cl)cc(Cl)cc12)N1CCN(S(=O)(=O)c2ccccc2)CC1	2.7	3	1	1	-1.3	-3	0	-1	·	-0.3
CCc1cccc2c(C(=O)COC(=O)/C=C/c3ccc(O)c(OC)c3)c[nH]c12	4.6	99*	0.9	0.9	0.5	-8	3	2	12	-0.1
O=C(CN1C2=NCCN2c2ccccc21)c1ccc(Br)s1	-1.1	1	1.1	1	0.1	2	-1	-2	-6	-0.2
O=C(NCc1ccco1)/C(=C\c1cccnc1)NC(=O)c1ccccc1F	0.3	53*	0.8	0.9	-0.3	-3	-4	-2	0	-0.2
C/C(=N/NC(=O)c1cc(Cl)ccc1O)C12CC3CC(CC(C3)C1)C2	0.9	-4	1	1.1	2.6	1	2	-7	·	-0.3
COCCNC(=O)c1c(N)n(CCC2=CCCCC2)c2nc3ccccc3nc12	3.0	100*	1.3	1.1	0.4	-19	-10	-8	·	0.1
Cn1c2c(c(=O)n(C)c1=O)C(CC(=O)Nc1ccc(F)cc1)C(=O)N2 (centres undefined)	-1.8	-4	1.1	1.1	-0.2	-3	-3	1	5	-0.2
Cc1ccc2cccc(S(=O)(=O)n3nc(C)cc3C)c2n1	0.8	-10	1	1	-2.9	-8	0	-3	15	0.0
CCN1CCC(=NNC(=O)c2ccc(C)c([N+](=O)[O-])c2)CC1	0.1	-5	1.2	1.1	1.4	2	-4	-8	·	-0.2
COc1ccccc1OCCSc1nc2ccc([N+](=O)[O-])cc2s1	0.8	-10	1	1	0.0	-7	2	0	5	0.0
C/C=C/C(=O)OCC(=O)Nc1cc(-c2cc(C)c(C)cc2C)nn1-c1ccccc1	5.9	-3	0.9	0.9	0.6	-6	3	-4	4	-0.3
N=c1oc2ccc3ccccc3c2cc1-c1nc(-c2ccccc2)cs1	7.6	-4	0.7	0.8	0.8	0	6	5	-7	-0.4
CCOc1ccccc1-n1c(SCC(=O)Nc2ccc(CC)cc2)nc2n[nH]c(C)c2c1=N	6.3	4	1	1	-0.9	-24	1	-4	4	-0.2
Cn1nnnc1SCC(=O)NCc1cccs1	1.8	-5	1	1.1	0.7	-6	1	0	·	0.1

Bioassay records as filed in PubChem.
